BoNT-F LC inh: inhibitors of Botulinum neurotoxin F light chain protease; Multiplex microsphere protease cleavage assay, flow cytometry; inhibition, % at 10 µM; 360,000 compounds, 0.22% hits; AID 588497; in the data active means inhibition above about 35%, passing the limit was not always enough; inconclusive means no clear call, values can overlap the other calls; further: plate controls were buffer without enzyme for full effect and enzyme alone for no effect
BioA inh: inhibitors of Mycobacterium tuberculosis BioA enzyme. purified M. tuberculosis BioA enzyme, plate reader. inhibition, % at 9.99 µM. 360,000 compounds, 0.096% hits; in the data active means inhibition above about 40%; inconclusive means no clear call, values can overlap the other calls
BoNT-A LC inh2: blocks Botulinum neurotoxin A light chain protease | 360,000 compounds, 0.17% hits | multiplex microsphere protease substrate cleavage, flow cytometry | inhibition, % at 10 µM | AID 588499; further: plate controls were buffer without enzyme for full effect and enzyme alone for no effect
FadD28 FP inh: inhibitors of Mycobacterium tuberculosis FadD28 bisubstrate binding; inhibition, % at 12.5 µM; 360,000 compounds, 0.22% hits; AID 588549; FadD28 bisubstrate probe binding, fluorescence polarization; in the data active means inhibition above about 8.5%, passing the limit was not always enough; inconclusive means no clear call, values can overlap the other calls
UGM FP inh: inhibitors of M. tuberculosis UDP-galactopyranose mutase; P9WIQ1; purified UGM, fluorescence polarization probe displacement; inhibition, % at 10 µM; 320,000 compounds, 0.06% hits; in the data active means inhibition above about 10%, passing the limit was not always enough; inconclusive means no clear call, values can overlap the other calls
Target sequence (P9WIQ1 whole entry, looked up): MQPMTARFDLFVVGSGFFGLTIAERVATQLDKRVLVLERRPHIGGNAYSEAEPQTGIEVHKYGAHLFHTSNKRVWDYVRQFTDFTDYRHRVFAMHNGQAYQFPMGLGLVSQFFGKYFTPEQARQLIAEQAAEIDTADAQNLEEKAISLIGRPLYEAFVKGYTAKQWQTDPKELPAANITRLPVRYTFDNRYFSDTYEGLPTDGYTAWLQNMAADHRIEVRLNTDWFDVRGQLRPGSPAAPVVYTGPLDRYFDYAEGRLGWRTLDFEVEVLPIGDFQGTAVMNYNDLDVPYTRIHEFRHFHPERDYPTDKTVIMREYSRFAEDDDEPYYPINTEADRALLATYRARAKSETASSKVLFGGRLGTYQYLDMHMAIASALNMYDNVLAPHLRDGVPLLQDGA
Anthrax LF inh2: anthrax lethal factor protease inhibition | P15917 | multiplex microsphere protease cleavage assay, LF | inhibition, % at 10 µM | 360,000 compounds, 0.12% hits; further: plate controls were buffer without enzyme for full effect and enzyme alone for no effect
GDH-TPI inh: GDH-TPI coupled enzyme inhibition counter-screen | AID 588335 | inhibition, % at 4.8 µM | GDH-TPI coupled enzyme counterscreen, NADH absorbance | 360,000 compounds, 1.2% hits; in the data active means inhibition above about 30%;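 further: 0% = DMSO wells and 100% = wells lacking the enzyme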
PfHsp40 rescue: restores yeast growth despite PfHsp40 toxicity; S. cerevisiae expressing PfHsp40, growth rescue, ATP luminescence; growth rescue, % at 12.5 µM; 340,000 compounds, 0.68% hits; AID 504582; in the data active means growth rescue above about 28%, passing the limit was not always enough; inconclusive means no clear call, values can overlap the other calls;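 further: yeast W303a lacking pdr1 and pdr3 grown in galactose medium; growth measured after three days at 30 °C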
Mtb FBA inh: inhibitors of M. tuberculosis fructose-bisphosphate aldolase | inhibition, % at 1 µM | purified M. tuberculosis FBA, fluorescence read-out | AID 588726 | 360,000 compounds, 2.3% hits; in the data active means inhibition above about 27%;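 further: 0% = vehicle and 100% = reference inhibitor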
Target sequence (P9WQA3 whole entry, looked up): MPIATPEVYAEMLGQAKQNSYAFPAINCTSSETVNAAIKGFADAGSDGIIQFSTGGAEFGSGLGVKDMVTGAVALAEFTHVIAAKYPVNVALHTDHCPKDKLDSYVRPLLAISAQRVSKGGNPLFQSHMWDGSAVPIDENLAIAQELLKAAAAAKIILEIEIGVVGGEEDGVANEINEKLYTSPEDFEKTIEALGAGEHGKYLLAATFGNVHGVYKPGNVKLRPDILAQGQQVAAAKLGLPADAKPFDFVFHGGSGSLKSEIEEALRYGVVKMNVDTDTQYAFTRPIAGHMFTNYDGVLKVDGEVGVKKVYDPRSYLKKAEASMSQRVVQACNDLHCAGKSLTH
An asterisk follows results filed as active; u = inconclusive; x = no result given. Unless noted, no stated cut-off is given here; in the data, active means inhibition above about 30%; inconclusive means no clear call, values can overlap the other calls; inactive means below that.

canonical_smiles	Anthrax LF inh2	BoNT-A LC inh2	PfHsp40 rescue	GDH-TPI inh	FadD28 FP inh	UGM FP inh	BoNT-F LC inh	BioA inh	Mtb FBA inh
Cc1ncc([N+](=O)[O-])n1CC(=O)Nc1ccc2c(c1)OCO2	-0.6	-0.6	-0.4	8.6	-1.3	1.0	-2.3	-1.2	-0.1
O=C(Nc1ccncc1)Nc1cccc(Cl)c1Cl	-5.0	-28.3	-2.8	-6.5	-11.2	0.7	-44.7	2.7	-1.1
O=C(CN1C(=O)c2ccccc2S1(=O)=O)N1CCOCC1	-7.5	9.5	-0.7	-2.8	0.0	-0.8	8.9	x	1.6
COc1ccc(Cc2noc(=O)[nH]2)cc1	-4.5	-0.9	x	4.9	-1.8	x	-0.7	-1.2	-1.6
N#C/C(=C/c1ccc(Cl)cc1)NC(=O)c1ccccc1	2.2	1.0	0.0	12.7	-2.4	-0.9	4.6	1.5	3.3
O=C(c1ccccc1)c1ccc(OC(=O)N2CCOCC2)cc1	-7.8	-0.6	-0.7	-4.2	-0.6	2.7	-14.1	0.6	1.2
COc1ccc2c(C)cc(SCC(=O)NC3CCCC3)nc2c1	-8.5	-0.2	2.0	20.7	-1.6	-2.4	0.9	-1.1	1.0
C=CCOc1ccc(/C=N/Nc2ccccn2)cc1OC	-8.9	-1.4	-0.3	23.3	-0.7	-1.9	0.3	-1.3	1.4
Cc1ccc(CNC(=O)CCC(=O)n2ncc3cc(C)ccc32)cc1	-5.2	0.1	0.8	-1.0	0.1	3.5	1.9	-1.0	2.5
Cc1ccc(-n2nnc(-c3cc4ccccc4nc3Cl)n2)cc1	-4.5	0.6	2.7	5.2	1.4	0.0	-9.3	-1.1	0.2
O=C(CSc1ccc(Br)cc1)NCC(c1ccco1)N1CCCCC1 (stereo unspecified)	-2.3	6.8	0.2	-2.1	-3.8	-0.1	4.1	x	4.0
CCN(CC)C(=O)CSc1nnc(-c2cc(OC)cc(OC)c2)o1	-3.2	0.2	-0.7	9.0	-2.4	2.3	-3.4	0.1	3.2
CC(=O)Cc1nsc(NC(=O)c2ccc(-c3ccc(F)cc3)o2)n1	3.1	-0.1	-0.7	30.5	-1.1	0.5	-3.6	-0.4	18.8
CC(C)NC(=O)COc1coc(CN2CCN(c3ccccc3F)CC2)cc1=O	4.0	6.7	-0.6	-1.5	-2.6	0.8	16.4	-1.7	1.8
COc1cc(NC(=O)c2noc3c2CCCC3)c(OC)cc1Cl	-1.8	0.5	-0.1	1.2	-3.0	1.2	10.3	-2.0	-5.0
CC(=O)c1ccc(N/N=C(/C(N)=O)C2=NC(C)(C)Cc3ccccc32)cc1	-0.9	-0.9	4.6	34.6*	-2.8	-3.4	-0.9	0.7	-2.7
Cc1cc(C)cc(CSc2nnc(C)c(=O)[nH]2)c1	-7.3	-2.7	-1.7	3.8	-1.4	0.2	-21.9	-0.3	-1.4
CC1CCCCN1C(=O)COC(=O)c1ccc2c(c1)C(=O)N(Cc1ccco1)C2=O (stereo unspecified)	-0.5	2.3	0.8	5.4	0.9	0.1	2.5	-1.5	0.1
COc1ccc(-c2nn(-c3ccccc3)cc2C(=O)O)cc1	-7.8	-0.9	0.8	6.6	0.1	4.2	-14.4	-0.7	2.6
COc1ccc(C(=O)Nc2ccc(-n3nncc3C(C)(C)C)cc2)cc1	0.0	-0.1	-1.0	-7.9	-4.0	0.6	-3.9	x	-1.9
O=C(/C=C/c1ccccc1)OCC(=O)N1CCN(c2ccccc2)CC1	8.9	-0.5	-0.4	-3.5	-1.0	-1.8	-1.6	-1.2	-0.7
O=C(COC(=O)CCCN=C1NS(=O)(=O)c2ccccc21)NC(=O)NC1CCCC1	1.2	-0.7	1.5	-9.6	-4.3	-1.5	1.4	x	1.9
CCCn1nnnc1NCc1ccccc1OCc1ccc(F)cc1	-5.2	0.2	-0.2	8.2	-4.1	-2.2	-5.3	0.0	2.0
COc1ccc(C(=O)OCn2nnc3ccccc3c2=O)cc1[N+](=O)[O-]	-3.8	0.3	1.2	-3.7	0.4	0.6	-5.5	0.3	7.9
O=S(=O)(c1ccc(NCCCO)nc1)N1CCOCC1	x	x	-0.8	6.0	0.3	x	x	-0.6	4.4
O=C(NC1(c2ccccc2)CC1)C1CCC(=O)N(Cc2ccc(Cl)cc2)C1 (stereo unspecified)	-1.8	-1.1	0.5	4.3	-0.6	-0.4	-10.7	0.5	-1.7
COc1ccc(CC(N)c2csc(NC(=O)NCc3ccccc3)n2)cc1 (stereo unspecified)	-1.6	-0.1	x	8.8	-2.5	x	-8.8	-1.6	3.6
COc1cccc(CN(C)CC(=O)Nc2cccc3ccccc23)c1	-5.5	-0.3	-0.3	1.3	0.9	3.9	-2.9	0.3	0.9
Cc1ccc(NC(=O)c2oc3ccccc3c2C)nc1	-1.5	0.9	5.1	-3.1	-0.8	-1.1	-7.3	-0.9	0.6
CC(C)(C)NC(=S)NC1CC1	-3.5	0.1	1.5	4.0	-3.2	-2.0	10.9	x	0.3
O=C(Nc1cc(-c2ccccc2)cs1)c1ccco1	-2.2	0.6	0.3	12.6	0.5	x	8.4	0.0	1.1
CCCCn1c(O)c(C(C)=NCCc2ccccc2)c(=O)[nH]c1=O	-1.3	0.0	-1.1	-4.0	0.6	-1.1	-4.1	-0.8	1.4
NC(=O)C1CCN(S(=O)(=O)c2cccc(C(=O)O)c2)CC1	-10.9	-3.2	19.4	0.6	-1.0	0.8	-19.9	-1.4	1.1
COc1ccc(C(=O)NCCS(=O)(=O)N(C)C2CCCCC2)cc1	1.4	1.1	3.5	12.2	-1.4	2.2	6.0	0.0	-2.6
Cc1cc(C(=O)CSc2nc(N)cc(N)n2)c(C)n1-c1cccc(C(F)(F)F)c1	0.7	-1.0	0.2	-3.9	0.9	0.1	-5.2	x	-5.5
CC(C)(C)c1nnc(N/N=C/c2ccccc2)n(N)c1=O	-0.9	-0.2	-1.3	20.8	-1.2	1.3	-1.1	0.2	-0.6
CN(C)c1ccc(NC(=O)Nc2csc3ccccc23)cc1	-9.4	1.8	1.0	-6.2	-3.0	-0.9	u	-0.4	1.2
COc1ccccc1C(=O)COC(=O)Cn1nc(C)c([N+](=O)[O-])c1C	x	x	0.0	-0.7	-2.8	-1.6	x	x	-2.8
CC(OC(=O)C1=COCCO1)C(=O)NC1CCCCC1C (stereo unspecified)	-5.1	0.2	1.7	4.8	-3.1	-2.0	2.6	-2.4	-0.9
CC(C)N1C(=O)C(=O)N(CC(=O)N(C)c2ccccc2)C1=O	-1.2	-0.1	-0.5	0.0	-3.2	0.0	3.1	1.7	0.3

Single records (already shown). Order of values: Anthrax LF inh2	BoNT-A LC inh2	PfHsp40 rescue	GDH-TPI inh	FadD28 FP inh	UGM FP inh	BoNT-F LC inh	BioA inh	Mtb FBA inh
`Cc1ccc(CNC(=O)CCC(=O)n2ncc3cc(C)ccc32)cc1` is entered as -5.2	0.1	0.8	-1.0	0.1	3.5	1.9	-1.0	2.5
`O=C(Nc1cc(-c2ccccc2)cs1)c1ccco1` is entered as -2.2	0.6	0.3	12.6	0.5	x	8.4	0.0	1.1

Following part.
canonical_smiles	Anthrax LF inh2	BoNT-A LC inh2	PfHsp40 rescue	GDH-TPI inh	FadD28 FP inh	UGM FP inh	BoNT-F LC inh	BioA inh	Mtb FBA inh
Cc1nc2ccccn2c1C(=O)Nc1ccc(Cl)cc1	-5.1	-2.8	-1.1	2.9	1.1	-2.4	-6.8	x	1.8
O=C1C2C3C=CC(C4CC34)C2C(=O)N1/N=C/c1ccc(-c2ccc(Cl)cc2[N+](=O)[O-])o1 (stereo unspecified)	-1.7	-0.1	0.9	36.6*	-1.3	-1.8	-12.4	-1.7	-1.0
O=C(NCCc1c[nH]c2ccccc12)C(=O)NCC(c1ccco1)N1CCN(c2ccccc2)CC1 (stereo unspecified)	-4.3	-0.8	-0.3	-10.3	-1.9	x	-1.7	x	5.6
COCCCNC(=S)Nc1c(C)cc(C)cc1C	-7.4	-1.1	0.2	5.2	-2.5	1.0	7.3	x	-0.8
O=C(NC(=S)Nc1cccc(O)c1)c1cncc(Br)c1	-4.7	-1.6	-0.1	-2.4	-1.0	2.4	u	x	-2.5
Cc1ccc(C)n1-c1ccc(C(=O)NN=C2CCCC2)cc1	-9.4	0.6	-0.1	10.1	-3.9	-4.5	1.2	1.3	-0.6
Cc1cccc(CSCCNC(=O)CSCc2ccc([N+](=O)[O-])cc2)c1	x	x	10.7	6.6	-2.4	-0.2	x	-0.7	6.5
CN(C)c1ccc(NC(=O)Cn2ncn3c(cc4ccccc43)c2=O)cc1	-7.0	-1.5	0.1	7.8	-2.3	-0.1	-18.2	-0.9	2.3
Cc1ccc(-c2nnc(CSc3nc4cc5c(cc4cc3C)OCO5)o2)cc1	3.7	0.4	-0.1	3.7	-0.4	-3.4	-0.8	x	0.2
O=C(c1cccnc1)N1CCN(CCCc2ccccc2)CC1	-2.0	1.7	0.2	-6.9	-1.6	-2.3	-6.7	1.0	2.9
COc1ccc(CNC(=O)CCCn2nc(C)n3ccnc3c2=O)cc1	-4.8	-0.8	-0.5	6.2	-0.5	2.7	-4.9	-0.8	-2.0
COc1ccc(/C=C/C(=O)C23CC4CC(CC(C4)C2)C3)cc1CN1CCOCC1	-2.1	0.4	0.1	14.7	0.9	1.7	-0.9	x	-2.8
O=C(c1ccoc1)N1CCCC(N2CCN(c3cccc(C(F)(F)F)c3)CC2)C1 (stereo unspecified)	-3.6	-0.5	0.2	3.4	-2.2	3.6	-5.4	5.5	1.5
CN(C(=O)COC(=O)c1ccccc1SCC(=O)N1CCCC1)c1ccccc1	-0.7	-2.7	13.4	-7.2	0.7	-0.8	12.5	0.4	-0.7
CC(=O)Nc1ccc(S(=O)(=O)N(C#N)c2nc(C)cc(C)n2)cc1	-10.7	-2.7	-0.4	-2.6	-1.1	2.4	-63.5	-1.6	-5.3
COc1ccccc1C(=O)NNC(=O)c1cccc(Br)c1	4.9	0.3	0.6	6.6	-3.3	1.2	u	-1.8	-0.6
CCOC(=O)CSc1nnc(CSc2nc3ccccc3c(=O)[nH]2)n1-c1ccccc1	-1.0	0.1	-0.4	10.1	-3.1	-0.2	16.3	-0.3	0.9
CC(C)c1nnc(NC(=O)CCC(=O)NCc2cccs2)s1	x	x	-0.5	3.0	0.2	0.9	x	0.0	-0.9
Cc1ccc(-c2nc(Nc3ccc(N4CCOCC4)cc3)c3ccccc3n2)cc1	-42.4	-3.6	5.5	5.5	0.4	1.2	-158.2	1.2	1.8

Source: PubChem
